Bioassay records: PubChem BioAssay, several laboratories
Bcl-XL Bim block = disrupts Bim peptide binding to human Bcl-XL. bead flow cytometry, fluorescence. inhibition, % at 10 µM. hit rate 0.04% among 190,000
Target sequence (Q07817 whole entry, looked up): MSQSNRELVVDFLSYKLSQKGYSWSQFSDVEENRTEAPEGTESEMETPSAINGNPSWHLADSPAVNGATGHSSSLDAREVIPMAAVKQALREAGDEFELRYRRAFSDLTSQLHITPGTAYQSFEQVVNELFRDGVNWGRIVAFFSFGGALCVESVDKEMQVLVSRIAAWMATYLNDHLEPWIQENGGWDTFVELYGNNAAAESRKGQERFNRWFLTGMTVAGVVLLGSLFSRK
Bcl-2 Bim block = inhibitors of Bim-Bcl-2 interaction, human. hit rate 0.06% among 190,000. inhibition, % at 10 µM. P10415. Bead-based flow cytometry, Bim peptide-Bcl-2 binding; in the data active means inhibition above about 40%; inconclusive means no clear call, values can overlap the other calls;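 further: 0% = no compound wells with probe peptide and 100% = reference peptide inhibitor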
Target sequence (P10415 whole entry, looked up): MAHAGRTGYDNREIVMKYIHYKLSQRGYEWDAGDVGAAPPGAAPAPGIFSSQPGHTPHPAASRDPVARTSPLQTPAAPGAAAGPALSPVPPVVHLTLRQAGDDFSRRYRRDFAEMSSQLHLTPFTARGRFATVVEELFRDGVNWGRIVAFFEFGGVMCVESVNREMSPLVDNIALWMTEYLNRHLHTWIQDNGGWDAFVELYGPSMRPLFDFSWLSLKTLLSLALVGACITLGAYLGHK
Bim-Bcl-B = disrupts Bim peptide binding to human Bcl-B; hit rate 0.073% among 190,000; AID 951; bead-based flow cytometry; inhibition, % at 10 µM; Q9HD36;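 further: 0% = tracer peptide without compound and 100% = reference inhibitor peptide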
Target sequence (Q9HD36 whole entry, looked up): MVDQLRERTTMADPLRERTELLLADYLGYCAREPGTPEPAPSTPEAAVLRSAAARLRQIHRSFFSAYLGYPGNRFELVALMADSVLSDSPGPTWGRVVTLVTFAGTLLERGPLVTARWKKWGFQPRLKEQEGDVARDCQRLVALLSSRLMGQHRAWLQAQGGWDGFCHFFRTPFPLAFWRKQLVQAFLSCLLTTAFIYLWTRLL
Bim-Mcl-1 = human Bim-Mcl-1 interaction inhibition; Q07820; Bead-based flow cytometry, Bim peptide-Mcl-1 binding; inhibition, % at 10 µM; hit rate 0.1% among 190,000; AID 1009;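 further: 0% = no compound tracer wells and 100% = peptide blocker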
RGS4-Gao reg = modulates binding of RGS4 to human Galphao; Multiplexed bead flow cytometry; actives lie on both sides; P09471; hit rate 0.33% among 220,000; binding response (% of control), % at 10 µM; in the data active means binding response below about 49% or above about 150%; inactive means in between;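 further: fluorescent Galphao activated with aluminum fluoride binding bead-coupled RGS4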
RGS7-Gao = modulates binding of RGS7 to human Galphao. hit rate 0.35% among 220,000. Multiplexed bead flow cytometry; actives lie on both sides. binding response (% of control), % at 10 µM. P09471; in the data active means binding response below about 49% or above about 150%; inconclusive means no clear call, values can overlap the other calls; inactive means in between;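 further: fluorescent Galphao held in activated GDP-AlF4 state binding bead-coupled RGS7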
Bim-Bfl-1 = disrupts Bim binding to human Bfl-1; Q16548; Bead-based flow cytometry, Bim-Bfl-1 binding inhibition; inhibition, % at 10 µM; hit rate 0.12% among 190,000;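 further: 0% = wells without compound plus tracer and 100% = blocker peptide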
Mcl1 Bid PPI = Mcl-1/Bid interaction inhibition. TR-FRET Mcl-1/Bid-Dy647 peptide binding, 1536-well. hit rate 0.97% among 220,000. inhibition, % at 21.7 µM;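 active means compounds that cut the binding signal by more than half at the single screening dose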;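 further: His-tagged Mcl-1 with europium anti-His antibody binding Bid BH3 peptide; 0% = Mcl-1 plus peptide wells and 100% = peptide-only wells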
Mcl1 Noxa PPI = Mcl-1/Noxa interaction inhibition; TR-FRET Mcl-1/Noxa peptide binding, 2 h; inhibition, % at 21.7 µM; Q07820; AID 1022; hit rate 1.5% among 220,000;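 active means compounds that cut the protein-peptide binding signal by more than 50% relative to plate controls in a single-dose test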;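 further: His-tagged Mcl-1 with rhodamine Noxa BH3 peptide and terbium anti-His antibody; 0% = Mcl-1 plus Noxa peptide wells and 100% = peptide-only wells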
Bim-Bcl-W = inhibitors of Bim-Bcl-W interaction, human; Q92843; bead-based flow cytometry, Bim peptide-Bcl-W binding; inhibition, % at 10 µM; hit rate 0.02% among 190,000;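 further: 0% = bound tracer without compound and 100% = peptide blocker; higher means less fluorescent Bim peptide bound to Bcl-W beads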
Target sequence (Q92843 whole entry, looked up): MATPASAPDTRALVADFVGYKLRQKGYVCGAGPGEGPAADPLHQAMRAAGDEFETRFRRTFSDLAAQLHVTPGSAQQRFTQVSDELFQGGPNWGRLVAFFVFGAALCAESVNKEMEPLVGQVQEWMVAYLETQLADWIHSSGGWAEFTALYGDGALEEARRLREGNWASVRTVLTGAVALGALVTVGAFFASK
RGS8-Gao reg = regulators of human RGS8-Galphao interaction; P09471; multiplexed bead flow cytometry, RGS8-Galphao binding; actives lie on both sides; response (percent of control binding), % at 10 µM; hit rate 0.34% among 220,000; AID 1423; in the data active means response below about 60% or above about 140%; inactive means in between;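 further: Galphao activated as the GDP aluminium fluoride complex binding bead-coupled RGS8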
The depositor's hits bear a star; ? = inconclusive; . = not tested or not shown. Unless noted, no stated cut-off is given here; in the data, active means inhibition above about 40%.

SMILES	Bcl-XL Bim block	Bcl-2 Bim block	Bim-Bcl-B	Bim-Mcl-1	RGS4-Gao reg	RGS7-Gao	Bim-Bfl-1	Mcl1 Bid PPI	Mcl1 Noxa PPI	Bim-Bcl-W	RGS8-Gao reg
CCN(CCNC(=O)CCCn1nc(C)n2c(cc3sccc32)c1=O)c1ccccc1	0.0	-7.0	-5.0	0.0	98.6	93.0	-7.0	-37.1	2.2	0.0	98.5
Cc1cc(C)cc(N(CC(=O)NC2CCCCC2)C(=O)c2ccc(C)s2)c1	-5.0	-1.0	1.0	-4.0	101.5	103.6	-2.0	1.2	16.4	-3.0	104.7
COc1ccccc1NC(=O)Cn1nnc(-c2ccccc2NC(=O)c2cccs2)n1	-3.0	-3.0	-10.0	-4.0	91.7	90.9	0.0	-43.8	10.1	-5.0	97.7
O=C(Nc1nc(-c2cc(F)ccc2F)cs1)c1ccccn1	-3.0	-4.0	-3.0	-7.0	101.0	98.8	5.0	4.5	-31.9	0.0	100.2
O=C(Cc1c[nH]c2ccccc12)NC1(C(=O)NC2CCCCC2)CCCCC1	-6.0	3.0	-2.0	-2.0	104.3	106.1	-1.0	-8.7	-4.7	0.0	103.5
CCOc1ccc(N2C(=O)CC(NCCc3ccc(S(N)(=O)=O)cc3)C2=O)cc1 (centres undefined)	-10.0	-9.0	-18.0	-6.0	101.8	104.7	-9.0	-12.9	0.6	-3.0	102.9
O=C(NCc1ccc2c(c1)OCO2)c1ccc(-n2cnnn2)cc1	-3.0	0.0	-2.0	-2.0	90.2	91.8	-2.0	-11.1	4.3	-1.0	95.3
COc1nc(N)c(C#N)c(-c2ccc(N(C)CCC#N)cc2)c1C#N	.	.	.	.	104.5	?	.	-8.9	2.6	.	103.5
O=C(O)c1ccc(N2C(=O)CC(SC(=NCc3ccc4c(c3)OCO4)Nc3ccccc3)C2=O)cc1 (centres undefined)	.	.	.	.	99.2	?	.	-15.0	-14.0	.	100.8
CCOc1ccc(C2NC(=O)c3n[nH]c(C)c32)cc1 (centres undefined)	-5.0	-10.0	-5.0	-3.0	101.5	103.1	-12.0	-15.5	-1.1	0.0	102.1
O=C(Nc1ccc(F)cc1)NC1(C(=O)NCc2ccco2)CCCCC1	1.0	-1.0	-1.0	1.0	99.6	104.4	-3.0	-26.1	-12.8	-1.0	99.1
C#CCOC(=O)c1ccc(-n2cncn2)nc1	4.0	-12.0	-8.0	-3.0	99.5	98.5	-15.0	-22.3	-4.3	0.0	99.1
CC1(C)CC(=O)C2=C(C1)N(CC1CCCO1)C(=O)C2(O)C(F)(F)F (centres undefined)	1.0	0.0	0.0	1.0	103.0	103.9	0.0	-26.2	7.4	1.0	101.2
Cc1ccccc1S(=O)(=O)Cc1ccc(C(=O)NCCN2CCCCC2C)o1 (centres undefined)	-5.0	-4.0	-9.0	0.0	110.7	104.4	-10.0	-12.3	6.3	0.0	106.1
Cc1cccn2c(=O)c3cc(S(=O)(=O)c4ccc(F)cc4)c(=N)n(Cc4ccco4)c3nc12	.	.	.	.	107.8	?	.	-11.0	-2.2	.	101.8
O=C(CCNC(=O)c1ccco1)Nc1ccc(Cl)cc1	-1.0	-3.0	0.0	-3.0	94.0	103.1	0.0	11.6	21.6	0.0	97.8
CCOC(=O)CNC(=O)N1CCCC(C(=O)c2cccc(Cl)c2)C1 (centres undefined)	-4.0	-1.0	-5.0	-1.0	99.4	101.3	-9.0	-0.7	9.8	-1.0	101.0
COc1ccc(C=O)cc1Oc1nc(Cl)ncc1F	0.0	0.0	0.0	1.0	101.4	100.5	-4.0	0.5	-2.9	-1.0	104.0
O=C(NCCc1c[nH]c2ccccc12)C(=O)NCC1OCCCN1S(=O)(=O)c1cccs1 (centres undefined)	-3.0	-4.0	0.0	-1.0	111.0	106.1	0.0	-36.5	14.6	2.0	106.5
COC(=O)C1CSc2[nH]c(=O)sc2C1c1ccccc1 (centres undefined)	-7.0	-8.0	-8.0	-3.0	99.4	98.6	-16.0	-31.4	0.9	0.0	99.3
CCOC(=O)c1c(NC(C)=O)sc2c(O)c(Br)ccc12	-7.0	-3.0	-4.0	0.0	100.4	99.2	-4.0	-69.0	30.4	6.0	98.3
COc1ccc(OC)c(NC(=O)Cn2c(CCC(=O)O)ccc2-c2ccccc2)c1	-6.0	-4.0	-7.0	-7.0	99.3	97.3	-8.0	-42.8	16.3	-7.0	101.0
CCCCN1CC2=C(C1=O)C(c1ccc(O)cc1)NC(=O)N2C (centres undefined)	-3.0	0.0	-1.0	0.0	100.2	96.0	0.0	-15.0	1.5	-3.0	98.9
N#CCc1nc(CSc2nc3ccccc3s2)cs1	-4.0	-8.0	-7.0	-1.0	119.4	122.1	-11.0	-15.4	1.4	1.0	127.3
CC12CC(NC(=O)N1c1cccc(C(=O)NCc3ccccc3)c1)c1ccccc1O2 (centres undefined)	0.0	-1.0	-2.0	0.0	97.8	100.4	0.0	-10.3	2.1	-1.0	99.8
Cc1ccc(S(=O)(=O)CCN2CCN(c3ccccn3)CC2)cc1	.	.	.	.	103.2	?	.	-3.7	12.4	.	103.2
O=C(CSc1ccc(-c2ccc(F)cc2)nn1)Nc1ccc2c(c1)OCCO2	-5.0	-6.0	-10.0	-4.0	95.2	97.3	-16.0	-6.3	2.4	-3.0	96.3
c1ccc(CCNc2nc3ccccc3s2)cc1	-4.0	-4.0	-7.0	0.0	100.7	100.7	-7.0	11.9	-1.0	3.0	94.7
O=[N+]([O-])c1ccc(N/N=C/c2cn(Cc3ccc(F)cc3)c3ccccc23)nc1	-4.0	-8.0	-5.0	-3.0	102.8	103.8	-2.0	93.6*	56.8*	-3.0	101.5
CN(C)S(=O)(=O)c1ccc(C(=O)Nc2nc(-c3cc4ccccc4o3)cs2)cc1	-1.0	-4.0	-1.0	-3.0	102.0	103.1	-1.0	-28.4	4.8	-3.0	103.2
O=C(Cc1ccccc1)NCC(=O)N/N=C/c1ccc(Cl)cc1	0.0	5.0	-2.0	3.0	100.2	103.2	2.0	-2.9	-1.5	4.0	101.4
COc1ccc(OC)c(C2C(C(C)=O)=C(O)C(=O)N2c2ccc(O)cc2)c1 (centres undefined)	-8.0	-6.0	-3.0	0.0	95.6	95.4	-10.0	-8.4	9.3	0.0	95.8
Cn1c(=O)oc2cc(S(=O)(=O)NCCN3CCCCCC3)ccc21	2.0	-1.0	-2.0	-6.0	106.2	105.0	-4.0	-15.7	.	-4.0	119.5
COc1ccc(CCNC(=O)CSc2nc3[nH]ncc3c(=O)n2-c2ccccc2OC)cc1OC	-2.0	-5.0	-7.0	-2.0	92.7	93.5	-10.0	-20.2	3.3	-5.0	97.3
CC(N=c1ccccn1C(=O)Nc1ccc(Cl)cc1)c1ccco1 (centres undefined)	3.0	5.0	2.0	6.0	91.0	97.3	2.0	-56.8	-1.9	3.0	98.0
O=[N+]([O-])c1cccc(/C([O-])=C(/C(=S)Nc2ccccc2F)[n+]2ccccc2)c1	-3.0	0.0	-16.0	1.0	97.5	98.5	5.0	-3.7	13.9	1.0	101.0
CC(C)CCN1CCN(Cc2ccc(C(F)(F)F)cc2)CC1CCO (centres undefined)	1.0	0.0	1.0	-2.0	97.2	90.7	1.0	-8.9	12.4	5.0	93.0
O=S(=O)(c1ccccc1C(F)(F)F)N1CCOCC1	-3.0	-1.0	-2.0	-2.0	100.0	99.3	-11.0	4.8	-6.7	3.0	99.6
CCOC(=O)Cc1csc(NC(=O)Nc2ccc(F)cc2)n1	.	.	.	.	101.5	?	.	-7.5	9.7	.	102.4
O=C(CCc1ccccc1)NC(=S)NCc1ccco1	-3.0	-3.0	-9.0	-6.0	102.2	97.1	-5.0	-33.5	18.6	-3.0	100.5
Cc1ccc(C)c(/C=N/NC(=S)NCCc2ccccc2)c1	-1.0	-2.0	-7.0	-3.0	100.5	96.9	-5.0	-46.6	24.4	-5.0	101.7
O=C(CN1CCN(c2ccccc2O)CC1)NC(c1ccccc1)c1ccccc1	-6.0	-5.0	-2.0	-3.0	114.4	114.5	-6.0	-31.7	21.2	-5.0	136.6
O=C(/C=C/c1ccco1)NCc1ccco1	.	.	.	.	101.0	.	.	-16.4	26.6	.	93.4
Cc1cc(N2CCN(C)CC2)nc2ccc(NC(=S)N3CCN(c4ccc(Cl)cc4)CC3)cc12	0.0	-4.0	-9.0	-7.0	102.4	103.6	13.0	-15.2	16.9	1.0	102.5
CC(C)OC(=O)c1ccc(NC(=O)c2cncc(Br)c2)cc1	-1.0	0.0	-1.0	2.0	95.6	99.9	-3.0	3.9	11.1	-1.0	97.9
O=C(/C=C/c1ccc(Cl)cc1Cl)n1cccn1	-5.0	-5.0	0.0	-1.0	97.0	100.8	-2.0	-8.9	-1.3	-3.0	99.9
Nc1[nH]nc2ncc3cc4ccccc4nc3c12	6.0	12.0	18.0	11.0	86.5	82.6	7.0	-21.1	23.0	6.0	92.6
CC(=O)c1ccc(N(C(=O)Cc2c[nH]c3ccccc23)C(C(=O)NC2CCCCC2)c2cccs2)cc1 (centres undefined)	5.0	2.0	0.0	1.0	74.4	83.7	4.0	-97.0	7.7	3.0	87.1
COc1ccc(C(=O)Nc2c(Cl)cc(Cl)cc2C(=O)N2CCC(C)CC2)cc1	-4.0	-2.0	-3.0	-4.0	99.5	98.3	-1.0	-19.1	22.9	-2.0	100.8
O=C(C(Cl)Cl)N1CCN(c2ccccn2)CC1	-4.0	-8.0	-1.0	0.0	101.6	101.3	-18.0	-10.9	16.4	0.0	99.4
Cc1csc(NC(=O)c2ccoc2C)n1	0.0	1.0	-1.0	-1.0	98.5	99.4	1.0	-20.7	10.1	0.0	101.0
COc1cccc(-n2c(=O)c3c(C)c(C(=O)N(C)C)sc3n(CC(=O)NCC3CCCO3)c2=O)c1 (centres undefined)	-3.0	1.0	-2.0	-1.0	92.9	94.1	-2.0	-10.3	-8.0	-1.0	99.7
COc1cccc(C2=NOC(C(=O)NCc3ccc(F)cc3)C2)c1 (centres undefined)	0.0	-3.0	-4.0	-4.0	101.4	101.5	-1.0	-10.7	3.5	0.0	100.5
C/C(=N\NC(=O)c1cccnc1)c1ccc(OC2OCCOC2Oc2ccc(/C(C)=N/NC(=O)c3cccnc3)cc2)cc1 (centres undefined)	0.0	1.0	2.0	-3.0	96.5	92.9	3.0	-22.3	-45.7	-1.0	100.2
